Bioassay records: PubChem, several laboratories
M1AAP inhibition = malaria alanyl aminopeptidase activity blockers – biochemical, fluorogenic H-Leu-NHMec substrate, 1536-well (AID 1445). recombinant M1AAP, H-Leu-NHMec fluorogenic kinetic assay; higher % means a stronger effect. inhibition, % at 30 µM, or IC50 in µM where a hit was titrated. 220,000 tested, 0.42% active;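 active = primary inhibition above the hit cutoff, then over 50% inhibition at one or more dose response concentrations, cut at about 23% in these data, passing the limit was not always enough; inconclusive = conflicting primary data, or primary hits not chosen for dose response; inactive = low primary inhibition, or under 50% at every dose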;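 note: plate controls were DMSO full reaction for no effect and no enzyme background for full effect; strong numbers were not always called active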
West Nile antiviral = West Nile virus antiviral activity, cell-based, CPE readout (AID 1621) | West Nile virus-infected cells, CPE inhibition; higher % means a stronger effect | one-dose CPE inhibition, % at 10 µM; IC50 in µM for titrated hits | 290,000 tested, 0.02% active; in the data active = a potency from the dose series; inconclusive = CPE inhibition mostly from about 3.7% at the one dose, without a potency; inactive = the rest, 99 in 100 with CPE inhibition below about 2.2%; note: strong numbers were not always called active
T cell modulator = T cell immune modulators affecting CD8 T cell-vesicle binding | 2C CD8+ T cell-vesicle binding, flow cytometry; active compounds read low | calls only at 7 µM | 330,000 tested, 0.068% active;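 active = response, share of CD8 T cells binding vesicles, and their 90th percentile fluorescence all below set limits, cut at about 80% in these data, passing the limit was not always enough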
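Assay system: 2C TCR transgenic mouse naive CD8+ T cells, MACS-purified | Read-out: CD8+ gate FL2 mean fluorescence as % of same-row positive control | Signal: High-throughput flow cytometry with anti-B7-1 and anti-CD8 staining | Timing: Binding step 1.5 h, 37 °C, antibody labelling 20 min, ice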
RSV CPE inhibition = inhibition of RSV-induced cytopathic effect – HEp-2 cells, primary 10 µM value included (AID 2391); 310,000 tested, 0.13% active; CPE inhibition, % at 10 µM, or IC50 in µM where a hit was titrated; HEp-2 cells, RSV-induced CPE inhibition; higher % means a stronger effect; in the data active = a potency from the dose series; inconclusive = CPE inhibition mostly from about 23% at the one dose, without a potency; inactive = the rest, 99 in 100 with CPE inhibition below about 21%; note: strong numbers were not always called active
K1F lysis inhibition = inhibition of K1F phage lysis, E. coli UTI89, bacterial capsule biogenesis inhibitors, alamar blue (AID 488966) | 340,000 tested, 0.02% active | inhibition, % at 100 µM, or IC50 in µM where a hit was titrated | E. coli UTI89 K1F phage lysis, alamar blue, 2 h; higher % means a stronger effect;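 active = phage lysis inhibition, versus mean bacterial control, above a set limit; inconclusive = no clear call, values can overlap the other calls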;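 note: capsule biogenesis inhibitors block K1F phage lysis so surviving cells raise fluorescence; higher fluorescence means more inhibition of phage lysis; actives were called in the ten point dose series up to 300 µM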
P. falciparum M17LAP = P. falciparum M17LAP inhibitors, primary screen, biochemical, fluorogenic H-Leu-NHMec substrate, 1536-well (AID 1619); recombinant M17LAP, H-Leu-NHMec fluorogenic kinetic assay; higher % means a stronger effect; inhibition, % at 30 µM; hits with a dose series show IC50 in µM; 220,000 tested, 0.38% active;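 active = compound inhibiting the enzyme by more than half at any dose during confirmatory dose-response retesting; inconclusive = strong single-dose inhibitors picked by rank but not retested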;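 note: plate controls were full reaction with DMSO carrier for no effect and no enzyme background for full effect; strong numbers were not always called active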
TNAP activation fold = stimulation of alkaline phosphatase TNAP activity – biochemical, luminescent, no phosphate acceptor, uHTS, primary screen (AID 1001); purified TNAP, luminescent activation assay, no phosphate acceptor; higher activation fold means a stronger effect; activation fold at 20 µM, or EC50 in µM where a hit was titrated; 200,000 tested, 0.03% active; in the data active = activation fold from about 3, or a potency from the dose series; inactive = the rest, 99 in 100 with activation fold below about 1.6; note: many of its hits are not listed in these tables
human PMI inhibition = inhibitors of human PMI, primary screen, biochemical, fluorescence intensity, coupled assay (AID 1209); purified PMI enzyme, coupled fluorescence intensity; higher % means a stronger effect; one-dose inhibition, % at 20 µM; IC50 in µM for titrated hits; 190,000 tested, 0.42% active;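 note: plate controls were DMSO vehicle for no effect and wells lacking substrate for full effect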
human PMI inhibitors = human PMI inhibitors, high substrate, primary screen, biochemical, fluorescence intensity, high mannose 6-phosphate (AID 1220); 190,000 tested, 0.66% active; recombinant PMI enzyme, coupled fluorescence intensity; higher % means a stronger effect; one-dose inhibition, % at 20 µM; IC50 in µM for titrated hits
T cell modulator vesicle-bound % = also measured in T cell modulator; calls as there; double positive events, %; measured here: CD8+ vesicle-bound cell fraction;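 binding gate set so that unloaded-vesicle control wells show 10% double positive cells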
Starred values were filed as active, the others as inactive; i = inactive; ? = inconclusive; nt = no result given; [ ] = another dose, or the depositor's remark. Cut-off read from the data, not from the text of the source, unless noted: active = inhibition above about 50%; inactive = the rest.

SMILES	M1AAP inhibition	West Nile antiviral	T cell modulator	T cell modulator vesicle-bound %	RSV CPE inhibition	K1F lysis inhibition	P. falciparum M17LAP	TNAP activation fold	human PMI inhibition	human PMI inhibitors
CC(=O)N1c2ccc(S(=O)(=O)N3CCCC(C(=O)Nc4cccc(F)c4)C3)cc2CC1C (stereo not drawn)	nt	-0.7%	i	40	0.7%	7.6%	nt	nt	nt	nt
COCCn1cnc2c1c(=O)n(Cc1c(F)cccc1Cl)c(=O)n2Cc1ccccc1	nt	-1.4%	i	24	11%	-0.1%	nt	nt	nt	nt
COc1ccc(OCC(=O)NCCCN2CCOCC2)cc1	-1%	0.3%	i	23	1.1%	0.0%	2%	1	6%	11%
CCOC(=O)c1c(C)sc2c1N(C(C)=O)c1cc(Cl)ccc1S2	2%	0.0%	i	7	0.7%	0.2%	-5%	1.1	0%	-7%
O=C(CC1CCCC1)Nc1nc2ccccc2[nH]1	-4%	0.2%	i	28	1.1%	0.4%	3%	1.5	2%	-7%
CC(C)Cn1cnc2c(N)nc3ccccc3c21	nt	nt	nt	nt	nt	6.4%	nt	1.1	2%	12%
COC(=O)N/N=C/c1cn(Cc2ccccc2F)c2ccccc12	-1%	0.7%	i	12	nt	-2.0%	-11%	nt	nt	nt
O=C1N/C(=N/O)S/C1=C/c1cccnc1	8%	-0.3%	i	55	0.0%	0.2%	12%	1.1	12%	9%
O=C(O)Cc1ccc(NC(=S)Nc2ccc(Br)cc2Cl)cc1	11%	0.5%	i	27	-0.1%	-1.2%[50 µM]	-12%	nt	nt	nt
O=c1cc(N2CCOCC2)[nH]c(=O)n1C1CCCCC1	5%	-0.1%	i	41	1.5%	4.2%	8%	1.1	5%	21%
Cc1oc(-c2cc(F)cc(F)c2)nc1CN1CCSCC1	6%	-0.9%	i	60	0.3%	0.0%	-6%	1	15%	12%
OCc1cn(-c2ccccc2)nc1-c1ccc(-c2nn(-c3ccccc3)cc2CO)cc1	-4%	0.3%	i	32	1.7%	0.4%	-4%	1	6%	10%
COc1ccc(C2CC(c3c(-c4ccccc4)c4cc(Cl)ccc4[nH]c3=O)=NN2S(C)(=O)=O)cc1 (stereo not drawn)	3%	0.4%	i	53	6.8%	0.3%	13%	1	-2%	-8%
O=C(c1[nH]ncc1-c1cccc(Br)c1)C1CO1 (stereo not drawn)	7%	1.5%	i	34	?	0.2%	11%	nt	nt	nt
O=C(Oc1cccc(/C=N/Nc2nc(Nc3ccccc3)nc(N3CCOCC3)n2)c1)c1ccco1	3%	1.1%	i	45	?	4.8%	-1%	1	19%	13%
CCc1nnc(NC(=O)CSc2nnc(CNC(=O)c3ccccc3F)n2C)s1	nt	-0.3%	i	16	1.4%	1.1%	nt	nt	nt	nt
Cc1ccc(NC(=O)C2CCCN2C(=O)OCc2ccccc2)c(C)c1 (stereo not drawn)	nt	-0.1%	i	8	3.2%	1.0%[50 µM]	nt	nt	nt	nt
Cc1onc(-c2c(Cl)cccc2Cl)c1C(=O)NCc1cccs1	7%	-1.2%	i	53	1.1%	3.6%	0%	1.1	-1%	2%
O=C(c1cccc(C(F)(F)F)c1)N1CCCCCC1	2%	-0.2%	i	37	nt	-2.5%	-11%	0.9	0%	-2%
c1ccc(OCCSc2nnnn2-c2ccccc2)cc1	-6%	-0.5%	i	29	4.9%	0.0%	-8%	1.1	6%	10%
O=C(Cc1ccccc1)NNC1CC(=O)N(c2ccc(Cl)cc2)C1=O (stereo not drawn)	3%	0.1%	i	29	1.5%	0.3%	8%	1.1	-5%	-12%
COC(=O)c1[nH]c2cccc(OC)c2c1NC(=O)CN(C)CC1OCCO1	2%	0.1%	i	20	-0.1%	0.2%	8%	1	6%	6%
CCSc1ccc2nnc(-c3cccc(F)c3)n2n1	0%	1.2%	i	9	?	6.0%	-1%	1.1	0%	-99%
Cc1ccc2nc(NCCCN3CCOCC3)c(C=NCCCN3CCOCC3)c(=O)n2c1	8%	0.1%	nt	nt	nt	1.2%	2%	1.2	8%	9%

Arranged by heavy-atom count (smallest number first): some entries from above.
SMILES	M1AAP inhibition	West Nile antiviral	T cell modulator	T cell modulator vesicle-bound %	RSV CPE inhibition	K1F lysis inhibition	P. falciparum M17LAP	TNAP activation fold	human PMI inhibition	human PMI inhibitors
O=C(c1cccc(C(F)(F)F)c1)N1CCCCCC1	2%	-0.2%	i	37	nt	-2.5%	-11%	0.9	0%	-2%
Cc1onc(-c2c(Cl)cccc2Cl)c1C(=O)NCc1cccs1	7%	-1.2%	i	53	1.1%	3.6%	0%	1.1	-1%	2%
O=C(Oc1cccc(/C=N/Nc2nc(Nc3ccccc3)nc(N3CCOCC3)n2)c1)c1ccco1	3%	1.1%	i	45	?	4.8%	-1%	1	19%	13%

The list continues.
SMILES	M1AAP inhibition	West Nile antiviral	T cell modulator	T cell modulator vesicle-bound %	RSV CPE inhibition	K1F lysis inhibition	P. falciparum M17LAP	TNAP activation fold	human PMI inhibition	human PMI inhibitors
O=C1N(CN2CCN(c3cccc(Cl)c3)CC2)c2ccccc2C12OCCCO2	3%	0.0%	i	11	-1.9%	0.6%	-3%	1.1	15%	13%
COc1ccc(Nc2sc(C(=O)c3ccc(Cl)cc3)c(N)c2C(=O)Nc2ccccc2OC)cc1	2%	-0.4%	i	30	19%	2.6%	-7%	1.1	12%	-1%
CC(NC(=O)COC(=O)CCc1nc(=O)c2ccccc2n1C)c1ccccc1 (stereo not drawn)	6%	0.2%	i	45	1.3%	-2.0%	-2%	1.1	7%	7%
Nc1ncnc(N(c2ccccc2)C2CCCCC2)c1[N+](=O)[O-]	12%	0.5%	i	37	2.9%	2.4%	-13%	1.1	0%	-5%
CC(=O)Nc1ccc(/C=C(\C#N)C(=O)NC2CCCCC2)cc1	19%	-0.6%	i	35	0.6%	-1.3%	13%	1.1	8%	5%
Cn1c2ccccc2c(=O)c2c(=O)n(-c3ccc(F)cc3)c(-c3cccs3)nc21	-1%	-0.2%	i	19	1.4%	-1.0%	4%	nt	nt	nt
COc1cc(C=O)ccc1Oc1nnnn1-c1ccccc1	6%	0.0%	i	22	0.6%	-0.4%	5%	nt	nt	nt
CCC(C)(C(=O)NC1CCCC1)N(C(=O)CNC(C)=O)c1ccccc1 (stereo not drawn)	4%	-0.3%	i	43	2.2%	2.0%	-4%	1.1	11%	2%
CC(=O)N1CC=CC1(CC(C)C)C(=O)NCCc1c[nH]c2ccccc12 (stereo not drawn)	3%	-0.4%	i	13	-0.1%	-1.9%	-13%	1.1	-12%	-11%
CCCn1c(/C=C/c2cc[n+](C)cc2)nc2ccccc21	nt	-0.2%	i	12	-0.3%	-0.2%	nt	nt	nt	nt
Cc1ccc(SCCCCN2C(=O)NC(C)(C)C2=O)cc1	5%	-0.6%	i	32	6.8%	2.0%	-6%	1.1	17%	16%
COC(=O)CCC(=O)OC1(C)C(=O)C2=CN(Cc3ccccc3)C(c3ccc(OC)cc3)=CC2=C(Br)C1=O (stereo not drawn)	nt	-0.2%	i	34	-1.0%	3.8%	nt	nt	nt	nt
CCn1cc(C(=O)O)c(=O)c2cc(S(=O)(=O)N(C)C)ccc21	6%	0.0%	i	6	-0.2%	0.7%	19%	1.1	8%	13%
O=[N+]([O-])c1ccc(CSc2ccc(-c3ccccn3)nn2)cc1	-10%	-0.5%	i	15	-2.0%	0.1%	-8%	1	-10%	-5%
CCc1nnc(NC(=O)[C@@H](NC(=O)c2cccc(S(=O)(=O)N(CC)CC)c2)C(C)C)s1	0%	-0.6%	i	15	0.6%	4.4%	-5%	1.1	-2%	-11%
COC(=O)C1C2C=CC3(CN(C(C)C)C(=O)C13)O2 (stereo not drawn)	-2%	0.2%	i	64	0.9%	-2.4%	17%	1.1	8%	16%
CSc1ccccc1NC(=S)Nc1ccccc1C(F)(F)F	11%	0.2%	i	25	2.4%	0.8%	-1%	0.9	-8%	-2%
COc1ccc(C=O)cc1Cn1ccnc1	5%	0.4%	i	46	1.0%	0.1%	0%	1.1	-52%	-40%
COC(=O)c1cc2ccsc2n1Cc1ccccc1F	6%	-0.5%	i	39	-0.4%	1.0%[50 µM]	-12%	1	16%	8%
Cn1c(CCCOc2ccc(Cl)cc2Cl)nnc1SCC(=O)Nc1nccs1	4%	-0.1%	i	51	0.7%	0.1%	7%	1	9%	11%
Cc1occc1C(=O)Nc1sccc1C(N)=O	nt	-0.1%	i	73	3.7%	0.1%	nt	nt	nt	nt
COc1ccc(NC(=O)CN(C)CC(=O)Nc2cccc(S(=O)(=O)N(C)c3ccccc3)c2)cc1	3%	-1.7%	i	30	?	0.2%	1%	1.1	15%	13%
Cc1cccc(C(=O)NCCCNC(=O)c2ccco2)c1	nt	-0.4%	i	23	1.6%	0.2%	nt	nt	nt	nt
CC(C)c1ccc(S(=O)(=O)N2CCN(C(=O)C3CCN(C(=O)c4ccc(F)cc4)CC3)CC2)cc1	nt	-0.3%	i	25	7.1%	0.2%	nt	nt	nt	nt
O=C(Nc1ccc(Cl)c(C(=O)N2CCOCC2)c1)c1ccccc1	nt	-0.6%	i	58	3.0%	-0.9%	nt	nt	nt	nt
COc1ccc(NC(=O)CCS(=O)(=O)c2ccc3c(c2)CCCN3C(C)=O)cc1	4%	0.7%	i	6	-0.5%	0.6%	1%	1	11%	12%
Cc1ccccc1C(=O)N=c1sccn1C	5%	-0.4%	i	38	4.0%	-2.3%	12%	1.1	7%	4%
CSCCC(NC(=O)c1ccco1)c1nc2ccccc2[nH]1 (stereo not drawn)	nt	-0.1%	i	22	2.1%	0.1%	nt	nt	nt	nt
CCc1ccc(NC(=S)N(CCN(C)C)C(C)c2ccncc2)cc1 (stereo not drawn)	2%	0.4%	i	34	1.7%	0.9%	9%	1	3%	0%
O=C(CN(c1ccccc1)S(=O)(=O)c1ccccc1)N/N=C/c1ccco1	4%	-0.7%	i	50	0.0%	1.8%[50 µM]	1%	1	1%	1%
COc1ccc(C2CC(=O)c3sc(N)nc3C2)cc1 (stereo not drawn)	13%	-0.5%	i	31	3.2%	3.8%	30µM*	1.1	-8%	-6%
CCc1ccc2[nH]c(=O)c(CN(CCN(C)C)C(=S)NCc3ccco3)cc2c1	4%	0.6%	i	42	-2.1%	-0.5%	4%	1.1	4%	9%
O=C(NCc1ccco1)C1Cc2ccccc2CN1C(=O)c1ccco1 (stereo not drawn)	4%	2.2%	i	17	3.4%	-1.3%	1%	1.1	-4%	0%
NC(N)=N/N=C/c1ccc(OS(=O)(=O)c2ccccc2)cc1	19%	-0.9%	i	62	3.5%	3.3%	11%	1.1	-2%	0%
